High-throughput results (PubChem)
Wnt act: activators of Wnt/beta-catenin signaling; Wnt/beta-catenin reporter cell assay, activator, plate reader; activation, % at 9.35 µM; 300,000 tested, 1.2% active; AID 743398; in the data active means activation above about 30%, passing the limit was not always enough;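 further: 0% = neutral control wells and 100% = positive control wells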
SR-BI DiI inh: blocks mouse SR-BI lipid uptake from DiI-HDL. ldlA[mSR-BI] CHO cells, DiI-HDL uptake fluorescence, 3 h. Q61009. AID 488896. inhibition, % at 12.5 µM. 320,000 tested, 0.96% active;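 active means mean replicate inhibition of at least 70% and a set share of replicates each scoring 70 or more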;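 further: 0% = median of neutral control wells and 100% = median of positive control wells; values of inactives mirror those of a sister screen read the other way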
Target sequence (Q61009 whole entry, looked up): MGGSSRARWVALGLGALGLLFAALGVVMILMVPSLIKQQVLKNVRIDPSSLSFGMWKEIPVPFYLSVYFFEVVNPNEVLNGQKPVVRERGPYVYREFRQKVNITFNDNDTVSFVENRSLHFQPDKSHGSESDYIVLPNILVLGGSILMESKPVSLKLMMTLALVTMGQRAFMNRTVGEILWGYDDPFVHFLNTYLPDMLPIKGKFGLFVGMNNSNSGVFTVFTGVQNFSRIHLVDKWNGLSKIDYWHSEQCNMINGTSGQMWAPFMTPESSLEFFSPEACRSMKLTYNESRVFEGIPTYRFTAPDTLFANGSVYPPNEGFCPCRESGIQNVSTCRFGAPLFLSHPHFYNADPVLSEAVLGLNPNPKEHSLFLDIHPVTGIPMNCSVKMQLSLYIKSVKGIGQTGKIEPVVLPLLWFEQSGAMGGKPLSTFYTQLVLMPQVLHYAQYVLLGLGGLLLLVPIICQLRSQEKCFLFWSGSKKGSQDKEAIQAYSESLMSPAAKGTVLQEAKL
Ecoli viability: counter-screen for AddAB inhibitors: E. coli growth inhibition | inhibition, % at 11.9 µM | 330,000 tested, 0.27% active | AID 449728 | E. coli V3065 growth, OD600 absorbance, 18 h;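 active means inhibition above the campaign's mean inhibition across all tested compounds plus 3 SD, cut at about 9.9% in these data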;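 further: uninfected addAB+ strain grown without phage in ampicillin broth; 0% = DMSO wells and 100% = ciprofloxacin 0.95 µg/ml wells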
CAL PDZ FP-1: blocks peptide binding to human CAL PDZ domain; inhibition, % at 20 µM; AID 504414; 330,000 tested, 0.02% active; Q9HD26; purified CAL PDZ, TMR-peptide fluorescence polarization, 1 h;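 active means highest replicate inhibition of at least 40%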;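 further: plate controls were DMSO neutral control wells for no effect and unlabeled competitor peptide control wells for full effect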
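System: purified tagged CAL PDZ domain construct (CerCALP). Schedule: 1 h incubation at room temperature before polarization reading. Medium: 25 mM sodium phosphate pH 7.4, 150 mM NaCl, TCEP, IgG, Thesit. Read-out: percent inhibition from loss of millipolarization. Measured by: FP readout, S and P plane fluorescence. Probe or stimulus: fluorescent TMR peptide probe.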
MITF TRPM1 HTS: MITF TRPM1 promoter activation in melanoma cells | SK-MEL-5 TRPM1-promoter luciferase, 24 h; % of positive control, neutral wells = 0 | activation, % at 12.5 µM | 300,000 tested, 0.75% active;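 active means mean activation of at least 80% with every replicate also reaching 80%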;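 further: 0% = neutral control wells and 100% = parthenolide positive control wells; values of inactives mirror those of a sister screen read the other way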
SR-BI uptake up: SR-BI HDL lipid transfer activation; 320,000 tested, 0.096% active; CHO ldlA[mSR-BI] cells, DiI-HDL uptake fluorescence, 3 h; 100 = double the neutral-control signal; activation, % at 12.5 µM;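 active means mean replicate activation of at least 60% and every replicate at or above 60%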;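 further: 0% = median plate neutral-control signal and 100% = twice that signal; values of inactives mirror those of a sister screen read the other way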
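Material: SR-BI-overexpressing, LDLR-lacking CHO cells; schedule: compound exposure 3 h, 37 °C; reagent: DiI-labelled HDL at 10 µg/mL final; technique: bottom-read fluorescence, 550/595 nm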
Tat transport: blocks Tat-dependent protein export in E. coli. inhibition, % at 10 µM. E. coli MC4100 TorA-mCherry Tat export, fluorescence. 340,000 tested, 0.036% active. AID 488895;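 active means mean replicate inhibition at least 50% and at least half of replicates individually reaching 50%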;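 further: exported cargo escapes ClpAP degradation while cytoplasmic cargo is degraded and loses fluorescence; 0% = median of neutral control wells and 100% = median of NaSCN control wells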
phage Ecoli inh: E. coli growth loss with phage present; growth absorbance; inhibition, % at 11.9 µM; 360,000 tested, 0.26% active; AID 651602; in the data active means inhibition above about 11%
AddAB inh: less growth of phage-infected E. coli with AddAB | E. coli expressing H. pylori AddAB, absorbance growth | inhibition, % at 11.9 µM | 330,000 tested, 0.29% active; in the data active means inhibition above about 12%;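 further: 0% = vehicle wells of infected cells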
CAL PDZ FP-2: inhibitors of human CAL PDZ peptide binding; Q9HD26; purified CAL PDZ, TMR-peptide fluorescence polarization, 1 h; inhibition, % at 24.9 µM; 300,000 tested, 0.92% active; AID 602252;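 active means mean inhibition of at least 30% with at least half of replicates also reaching 30%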;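 further: 0% = DMSO neutral control and 100% = excess unlabeled competitor peptide PRC23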
* = called active by the depositor; nt = no result given.

1	O=S(=O)(c1ccccc1F)N1CCN(CC(O)c2ccccc2)CC1 (stereo not drawn)
2	O=C(NNC(=O)c1ccccc1F)c1cccs1
3	COc1cc(C(=O)Nc2ccn(C)n2)ccc1OC(F)F
4	CCOC(=O)CCN(C(=O)Nc1ccccc1)C1CCCCC1
5	CCC(=O)Nc1ccc(N2CCN(Cc3ccccc3F)CC2)cc1
6	COc1ccccc1C1=CC(=O)C[C@H](c2ccc3c(c2)OCO3)C1

Screen / compound no. | 1 | 2 | 3 | 4 | 5 | 6
AddAB inh | 0.0 | 1.0 | 1.3 | nt | 2.2 | 2.3
Ecoli viability | -0.6 | -1.8 | 0.5 | nt | 2.0 | 2.3
CAL PDZ FP-1 | -1.0 | -1.6 | -0.7 | -0.4 | -0.7 | -3.4
Wnt act | 1 | 5 | 11 | -2 | nt | 2
Tat transport | 1 | 4 | 3 | 3 | -3 | 10
SR-BI DiI inh | -3 | -16 | -3 | -6 | -6 | 7
SR-BI uptake up | 3 | 16 | 3 | 6 | 6 | -7
phage Ecoli inh | 0.5 | 2.6 | 3.0 | 1.8 | 2.9 | 4.0
MITF TRPM1 HTS | -15 | 36 | 27 | 5 | nt | -10
CAL PDZ FP-2 | -5 | 1 | -8 | -9 | -4 | -5

7	CC(C)OC(=O)c1ccc(NC(=S)NC(=O)c2cncc(Br)c2)cc1
8	COc1cc(C(=O)NNC(=O)c2ccco2)cc(OC)c1OC
9	CCOC(=O)c1ccc[n+](CC(=O)c2ccc(OC)cc2)c1
10	CN(C)CCCN(C(=O)CCc1ccccc1)c1nc2ccc(Cl)cc2s1
11	CC(C)Cn1c(SCC(=O)Nc2cc(Cl)c(Cl)cc2Cl)nc(O)cc1=O
12	Cc1ccc(OCC(O)CNC(=O)c2ccccc2C(=O)O)cc1 (stereo not drawn)

Screen / compound no. | 7 | 8 | 9 | 10 | 11 | 12
AddAB inh | -2.8 | 3.6 | 3.9 | 1.9 | 0.0 | -0.7
Ecoli viability | -0.3 | -2.8 | 2.3 | -0.6 | -0.8 | -0.8
CAL PDZ FP-1 | nt | -2.8 | -1.3 | -5.6 | -2.3 | -1.5
Wnt act | -1 | -1 | -1 | nt | -3 | nt
Tat transport | -7 | -9 | -9 | 0 | 0 | 5
SR-BI DiI inh | 2 | -11 | -16 | 10 | -16 | -1
SR-BI uptake up | -2 | 11 | 16 | -10 | 16 | 1
phage Ecoli inh | 0.9 | 1.1 | 3.1 | 1.8 | 4.8 | 2.1
MITF TRPM1 HTS | 10 | 11 | -9 | 0 | -1 | 9
CAL PDZ FP-2 | -6 | 0 | 1 | -4 | -5 | -3

13	O=C(COc1ccc(Cl)cc1)OCC(=O)N1CCCc2ccccc21
14	O=C(O)c1ccccc1C(=O)Nc1ccc(Oc2cccc(C(F)(F)F)c2)nc1
15	COc1ccc(CCNC(=O)CN2C(=O)c3cccc4cccc(c34)C2=O)cc1OC
16	O=S(=O)(Cc1ccc(Cl)cc1)N1CCCC1
17	O=C(Nc1ccnn1C1CCN(Cc2cccc(O)c2)CC1)C1CCCC1
18	O=S(=O)(c1ccc2ccccc2c1)N(CC(O)CN1CCOCC1)c1ccccc1 (stereo not drawn)

Screen / compound no. | 13 | 14 | 15 | 16 | 17 | 18
AddAB inh | 2.6 | 0.3 | 2.5 | 0.8 | 2.9 | 4.8
Ecoli viability | 0.9 | 1.0 | 1.4 | 0.3 | 1.0 | -0.4
CAL PDZ FP-1 | 0.2 | 0.4 | -1.8 | -0.4 | 0.4 | -1.0
Wnt act | -4 | 8 | -7 | -1 | 1 | nt
Tat transport | 4 | -1 | -1 | 2 | 0 | -4
SR-BI DiI inh | -37 | 18 | -19 | -42 | -18 | -7
SR-BI uptake up | 37 | -18 | 19 | 42 | 18 | 7
phage Ecoli inh | 4.4 | 1.6 | 3.4 | -0.1 | 2.8 | 0.9
MITF TRPM1 HTS | 7 | nt | -10 | 6 | 3 | -6
CAL PDZ FP-2 | -4 | -2 | -3 | 3 | nt | 2

19	CN(C)S(=O)(=O)c1ccc(Cl)c(C(=O)OCC(=O)NNC(=O)c2cccs2)c1
20	COCCn1c(SCC(=O)Nc2cc(C)on2)nnc1-c1c[nH]c2ccccc12
21	CCC(C)c1ccc(NC(=S)Nc2ccc(OC)cc2)cc1 (stereo not drawn)
22	O=c1nc(N2CCOCC2)nc(N/N=C/c2ccc3c(c2)OCO3)[nH]1
23	CCN(C[C@H]1N[C@@](C)(C(=O)OC)[C@H]2C(=O)N(C)C(=O)[C@@H]12)C(C)=O
24	O=C(O)Cc1ccc(NC(=O)c2cccs2)cc1

Screen / compound no. | 19 | 20 | 21 | 22 | 23 | 24
AddAB inh | 0.8 | -0.2 | 0.8 | 1.0 | 1.5 | 8.7
Ecoli viability | 0.5 | 2.9 | 1.6 | 1.2 | -2.5 | -0.2
CAL PDZ FP-1 | -0.1 | 0.8 | -0.5 | -3.2 | -0.1 | -0.4
Wnt act | 3 | -1 | 1 | 4 | -1 | -2
Tat transport | -3 | -4 | 9 | 8 | -5 | -1
SR-BI DiI inh | -9 | -19 | 3 | -26 | -37 | -13
SR-BI uptake up | 9 | 19 | -3 | 26 | 37 | 13
phage Ecoli inh | 0.5 | 3.1 | 3.7 | 3.5 | 1.2 | 0.9
MITF TRPM1 HTS | 2 | 9 | 7 | -4 | -1 | -4
CAL PDZ FP-2 | 0 | -3 | 1 | -2 | 1 | -4

25	COc1ccc(C2c3[nH]c4ccccc4c3CCN2Cc2cccn2-c2ncccn2)cc1C (stereo not drawn)
26	O=C(c1ccco1)N1CCN(C(=O)C2CC(=O)N(c3ccccc3)C2)CC1 (stereo not drawn)
27	CCC(C)c1ccc(S(=O)(=O)N2CCN(C(=O)COc3ccc4c(C)cc(=O)oc4c3)CC2)cc1 (stereo not drawn)
28	O=C(Nc1nccs1)c1cc(-c2ccccc2)nn1-c1ccccc1
29	COc1ccccc1C1CC(c2ccc(F)cc2)Nc2ncnn21 (stereo not drawn)
30	Clc1ccccc1-c1ncc(-c2ccccc2)o1

Screen / compound no. | 25 | 26 | 27 | 28 | 29 | 30
AddAB inh | -0.9 | 2.7 | -0.9 | 0.9 | -0.8 | 1.9
Ecoli viability | 0.7 | -1.3 | 0.5 | 1.0 | -3.4 | -1.5
CAL PDZ FP-1 | -1.0 | -2.7 | -0.7 | 0.5 | -0.2 | -0.3
Wnt act | -2 | 1 | 0 | -2 | nt | 57*
Tat transport | -2 | -3 | 0 | -7 | -1 | -1
SR-BI DiI inh | 10 | -15 | 69 | 31 | 6 | -29
SR-BI uptake up | -10 | 15 | -69 | -31 | -6 | 29
phage Ecoli inh | 3.2 | 2.4 | 2.0 | 3.2 | 3.0 | 0.8
MITF TRPM1 HTS | -14 | 15 | -10 | -1 | nt | 28
CAL PDZ FP-2 | 2 | -1 | -3 | -6 | -4 | nt

31	Cn1c(N)c(S(=O)(=O)N2CCN(c3ccccc3)CC2)c(=O)n(C)c1=O
32	O=C(O)CNC(=S)N(Cc1ccccc1)Cc1ccccc1F
33	CCOC(=O)c1sc(NS(=O)(=O)c2cc(C)ccc2C)nc1C
34	CCOC(=O)C1C(=O)NC(c2ccccc2)=NC1c1cccc(Br)c1 (stereo not drawn)
35	COc1ccc(-c2noc(=O)n2Cc2ccccc2Cl)cc1
36	COc1ccc2c(c1OC)C(=O)N1C(C(=O)O)Cc3c([nH]c4ccccc34)C21 (stereo not drawn)

Screen / compound no. | 31 | 32 | 33 | 34 | 35 | 36
AddAB inh | -0.3 | -0.3 | 2.0 | 5.0 | 0.7 | 2.8
Ecoli viability | 0.3 | -0.3 | 1.3 | -3.6 | -0.1 | -0.1
CAL PDZ FP-1 | -1.3 | 16 | -1.5 | -2.1 | -2.7 | -1.6
Wnt act | 16 | -2 | 3 | -2 | 6 | 0
Tat transport | 5 | -3 | -1 | 8 | 7 | -4
SR-BI DiI inh | -38 | -33 | -46 | -31 | -1 | -21
SR-BI uptake up | 38 | 33 | 46 | 31 | 1 | 21
phage Ecoli inh | 3.9 | 2.3 | 2.6 | 4.6 | -0.2 | 2.5
MITF TRPM1 HTS | 1 | -5 | nt | 5 | -9 | nt
CAL PDZ FP-2 | -2 | 1 | 2 | 2 | 5 | 12

37	CCOC(=O)c1c(C)oc2ccc(OCC(=O)C(C)(C)C)cc12
38	O=C(COc1ccc(Br)cc1)Nc1ccc2oc(=O)ccc2c1
39	CCn1c(=O)cc(SCC(=O)NCc2ccco2)c2ccccc21
40	Cc1cc(C)nc(N2CCC(C(=O)NCCc3ccc(Cl)cc3)CC2)n1
41	Cc1cc(Cl)ccc1Oc1ncnc2oc(-c3ccccc3)cc12
42	O=C(COC(=O)c1ccccc1)c1ccc(S(=O)(=O)N2CCCCC2)cc1

Screen / compound no. | 37 | 38 | 39 | 40 | 41 | 42
AddAB inh | 1.8 | nt | -2.0 | 0.7 | 0.7 | nt
Ecoli viability | -3.2 | nt | -2.4 | 2.4 | 2.1 | nt
CAL PDZ FP-1 | nt | -2.3 | -6.2 | 0.6 | -0.4 | -2.8
Wnt act | nt | 0 | nt | 0 | nt | -1
Tat transport | 3 | -4 | -5 | -6 | -1 | 1
SR-BI DiI inh | 15 | 0 | -3 | 27 | 5 | -9
SR-BI uptake up | -15 | 0 | 3 | -27 | -5 | 9
phage Ecoli inh | -0.9 | 0.6 | 2.3 | 4.7 | 1.1 | 3.2
MITF TRPM1 HTS | 3 | -4 | -14 | -7 | 13 | -6
CAL PDZ FP-2 | -4 | 0 | nt | nt | 0 | -5

43	CSc1ccc(C2NN=C(c3ccccc3)S2)cc1 (stereo not drawn)
44	CCc1ccc(N2C(=O)CC(NNc3nc4ccccc4s3)C2=O)cc1 (stereo not drawn)
45	CC(NC(=O)CS(=O)(=O)c1ccccc1)c1ccccc1 (stereo not drawn)
46	O=C(Cn1ccnc1)c1ccc(O)c(O)c1
47	COc1cc(CCC(=O)NNC(=O)c2cccc(Cl)c2)cc(OC)c1OC
48	O=C(COC(=O)Cc1ccc(Cl)cc1Cl)NC1CC1

Screen / compound no. | 43 | 44 | 45 | 46 | 47 | 48
AddAB inh | 2.1 | -0.7 | 4.0 | 0.4 | 2.5 | 1.7
Ecoli viability | 1.3 | -1.4 | 0.8 | 2.8 | -2.8 | -1.3
CAL PDZ FP-1 | -0.6 | -0.2 | -2.1 | 0.1 | -3.5 | -0.4
Wnt act | -5 | nt | 0 | -3 | -1 | -2
Tat transport | -5 | 0 | -4 | 6 | -3 | 11
SR-BI DiI inh | 13 | -34 | -6 | 6 | -11 | -5
SR-BI uptake up | -13 | 34 | 6 | -6 | 11 | 5
phage Ecoli inh | 2.2 | 3.3 | -2.9 | 1.1 | 1.5 | 1.9
MITF TRPM1 HTS | nt | 6 | -9 | 6 | 8 | -1
CAL PDZ FP-2 | nt | -4 | 0 | -2 | -2 | -7
